Bioassay records: PubChem, several laboratories
PERK inh = inhibitors of human PERK kinase | Q9NZJ5 | CHO PERK-DD fusion, SEAP luminescence translation reporter | inhibition, % at 5.6 µM | hit rate 0.17% among 220,000;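 active = inhibition above the mean inhibition of all tested compounds plus 3 SD, set separately per screening campaign, cut at about 2.9% in these data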;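 note: PERK kinase domain activated by AP20187 dimerizer at 100 nM; 0% = DMSO with dimerizer and 100% = rapamycin at 8.4 µM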
RBBP9 inh = human RBBP9 hydrolase inhibition; inhibition, % at 7.94 µM; recombinant RBBP9, FP-Rh probe fluorescence polarization; O75884; hit rate 0.2% among 220,000;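 active = inhibition above the campaign mean of all tested compounds plus 3 SD, cut at about 14% in these data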;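 note: plate controls were DMSO wells with RBBP9 for no effect and wells lacking RBBP9 protein for full effect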
Target sequence (O75884 whole entry, looked up): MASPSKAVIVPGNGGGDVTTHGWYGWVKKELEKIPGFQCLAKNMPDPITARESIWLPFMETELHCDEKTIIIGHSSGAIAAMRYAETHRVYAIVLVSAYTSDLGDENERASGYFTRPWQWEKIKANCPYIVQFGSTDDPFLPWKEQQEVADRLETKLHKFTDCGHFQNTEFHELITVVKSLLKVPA
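Controls: DMSO-treated enzyme wells and wells lacking RBBP9 | Material: RBBP9 protein | Technique: Fluorescence polarization | Replication: Single well per compound, no replicates | Buffer or medium: Tris-NaCl-Pluronic buffer, pH 8.0 | Timing: 30 min compound preincubation, 45 min probe labeling, 25 °C | Read-out basis: Percent inhibition from mP, scaled between DMSO and no-protein wells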
TNF necrop inh = inhibitors of TNF-alpha induced necroptosis in Jurkat FADD-/- cells | Jurkat FADD-/- TNF necroptosis rescue, ATP luminescence, 24 h; 0 = TNF only, 100 = no-TNF cells | activation (protection from cell death), % at 10 µM | hit rate 0.068% among 220,000 | AID 463075;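 active = activation, meaning protection from cell death, of at least 50% relative to plate controls; inactive = activation below 50%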;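 note: necroptosis triggered by 40 ng/mL TNF-alpha added together with compound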
Hck Nef HTS = blocks Nef-activated human Hck kinase; P08631; Recombinant Hck-YEEI plus Nef, Z-Lyte FRET kinase assay; inhibition, % at 20 µM; hit rate 0.68% among 220,000; AID 463187;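 active = Hck-Nef kinase inhibition above about 50%, limit read from the data; inactive = inhibition below that limit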;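 note: 0% = DMSO with Hck plus Nef and 100% = Hck alone without Nef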
Target sequence (P08631 whole entry, looked up): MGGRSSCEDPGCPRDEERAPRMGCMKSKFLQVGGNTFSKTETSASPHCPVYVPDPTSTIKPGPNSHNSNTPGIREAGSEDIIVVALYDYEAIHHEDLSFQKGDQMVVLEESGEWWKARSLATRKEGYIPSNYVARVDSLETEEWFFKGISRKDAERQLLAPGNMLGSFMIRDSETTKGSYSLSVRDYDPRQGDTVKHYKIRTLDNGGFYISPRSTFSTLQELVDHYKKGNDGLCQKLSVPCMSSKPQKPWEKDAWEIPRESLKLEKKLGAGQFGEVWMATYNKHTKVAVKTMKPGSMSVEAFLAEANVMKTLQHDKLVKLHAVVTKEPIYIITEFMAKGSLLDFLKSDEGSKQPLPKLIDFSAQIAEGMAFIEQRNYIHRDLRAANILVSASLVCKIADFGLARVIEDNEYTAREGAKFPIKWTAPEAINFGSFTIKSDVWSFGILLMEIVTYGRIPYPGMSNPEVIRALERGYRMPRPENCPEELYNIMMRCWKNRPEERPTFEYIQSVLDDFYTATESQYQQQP
Runt-SMMHC FRET = inhibitors of human RUNX1 Runt domain binding to CBFb-SMMHC | hit rate 0.74% among 220,000 | Cerulean-Runt/Venus-CBFb-SMMHC FRET ratio 530/480, 1 h | inhibition, % at 20 µM | Q01196+Q13951 | AID 1434;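 active = mean inhibition across duplicate retests at 20 µM reaching about 50%, limit read from the data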;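 note: 0% = DMSO wells and 100% = wells with excess untagged CBFb-SMMHC; inhibitors lower the FRET ratio by blocking Runt binding to CBFb-SMMHC; some results filed as inactive read as strong as hits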
EP2 modulator = EP2 receptor (human) modulation; P43116; EP2-expressing cells, cAMP HTRF FRET, PGE2 co-stimulation; induction, % at 25 µM; hit rate 0.83% among 260,000;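 active = compounds whose cAMP rise, as percent of the full-agonist control response, exceeds 60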;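 note: rat C6 glioma line stably carrying human EP2 under a CMV promoter; the protocol text gives 20 µM as final concentration; 100% = response of wells given 1 µM PGE2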
zVAD death inh = blocks zVAD induced death of L929 cells; L929 zVAD necroptosis rescue, ATP luminescence, 24 h; with zVAD 60 µM; viability rescue, % at 10 µM; hit rate 0.38% among 220,000; AID 1377;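 active = activation, scaled between plate controls, above about 75%, limit read from the data; inactive = activation under that limit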;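 note: 0% = zVAD with DMSO and 100% = DMSO alone without zVAD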
Runt-CBFb FRET = inhibitors of human RUNX1 Runt domain binding to CBFb | Q01196+Q13951 | Cerulean-Runt/Venus-CBFb FRET ratio 530/480, 1 h | inhibition, % at 20 µM | hit rate 0.46% among 220,000 | AID 1496;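 active = inhibition over about 50% at 20 µM in the single-dose screen, limit read from the data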;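 note: 0% = DMSO wells and 100% = excess unlabeled CBFb competitor control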
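Assay system: Cerulean-tagged RUNX1 Runt domain (FRET donor) fusion protein / Amount: 100 nM each of Venus-CBFb and Cerulean-Runt domain / Medium: Tris buffer pH 7.5 with salts and BSA / Also added: Venus-CBFb 100 nM / Schedule: 1 h complex formation plus 1 h compound treatment, room temperature / Signal: FRET fluorescence / Read-out: loss of energy transfer signal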
PGE2 EP2 inh = inhibitors of human EP2 prostaglandin E2 receptor. C6 glioma cells expressing human EP2, cAMP TR-FRET; cells stimulated with saturating PGE2. hit rate 0.52% among 260,000. P43116. inhibition, % at 25 µM;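 active = percent inhibition above 40 after rounding to a whole number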;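 note: rat C6 glioma host cells with rolipram phosphodiesterase inhibitor present; the protocol text gives 20 µM as final concentration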
An asterisk follows results filed as active; nt = no result given; + = active, no number; & = joins results of further samples. The list is partial; rates above refer to the full screens.

SMILES	PERK inh	RBBP9 inh	TNF necrop inh	Hck Nef HTS	Runt-SMMHC FRET	EP2 modulator	zVAD death inh	Runt-CBFb FRET	PGE2 EP2 inh
CN(C(=O)COc1ccccc1C(=O)NCCOc1ccccc1)c1ccccc1	-0.8	-6	-20	-5	4	-67	nt	-4	90*
CCCCN1CC(O)=C(c2nc3ccccc3s2)C1=N	0.1	6	1.8	-3	-2	-13	5.9	-5	13
O=C(O)C1CCCCC1C(=O)Nc1cccc(C(=O)N2CCCCC2)c1 (stereo unspecified)	0.8	-1	-1.7	0	5	0	0.6	2	12
Cc1cc(NC(=O)COC(=O)C(Nc2ccc(C(F)(F)F)cc2Cl)C(C)C)no1 (stereo unspecified)	0.6	-7	-3.5	0	-1	-15	0.7	-1	6
COc1ccc(S(=O)(=O)N2CCCC(C(=O)NC3CCCCC3)C2)cc1 (stereo unspecified)	0.1	-5	0.5	1	-6	-22&-44	2.6	1	9&7
O=C1OCCN/C1=C\C(=O)c1ccc(Cl)cc1	0.9	-9	0.4	7	2	16	0.4	-2	2
CCCCOC(=O)c1ccc(NC(=O)c2c(OC)cccc2OC)cc1	0.3	-5	1.2	23	1	-1	4.5	-2	-3
CSc1ccc(/C=C/C(=O)c2ccc(O)cc2)cc1	0.0	-12	-3.2	0	-62	2	0.3	-16	9
CCN(CC)S(=O)(=O)c1cccc(-c2nnc(SCC(=O)NCCC3=CCCCC3)n2N)c1	0.9	-2	-0.9	3	3	21	-0.1	-7	15
Cc1ccc(C)c(OCC(O)CN2CCC(CN3C(=O)c4cccc5cccc(c45)C3=O)CC2)c1 (stereo unspecified)	-0.8	-1	-7.9	2	0	-48	4.8	-5	8
CCn1c(CCC(=O)Nc2cc(F)ccc2C)nc2cc(S(=O)(=O)N(C)C)ccc21	-1.3	-4	2.1	-5	4	7	1.1	0	7
O=C(/C=C/c1cccc(O)c1)c1ccc(N2CCOCC2)cc1	0.7	-14	-13	16	-12	-54	3.1	1	10
Cn1c(=O)c2c(nc(SCC(=O)N3c4ccccc4CCc4ccccc43)n2C)n(C)c1=O	0.2	-3	-15	0	-6	19	-0.1	1	-4
Cc1ccccc1C(OCCN(C(C)C)C(C)C)c1ccccc1 (stereo unspecified)	0.4	5	4.3	4	3	16	-0.8	-2	4
Cc1ccc(S(=O)(=O)N/N=C\c2cc3c(cc2[N+](=O)[O-])OCO3)cc1	2.2	13	-4.5	-1	0	15	-0.3	13	8
O=C(CCN1C(=O)C2CCCCC2C1=O)NNC(=O)c1cccc(Cl)c1 (stereo unspecified)	0.7	-5	0.6	2	-5	9	0.0	0	4
CCCn1c(=O)c2[nH]c(C3CCCC3)nc2n(CCC)c1=O	-0.8	4	1.5	2	-1	-11&-6&5	1.9	-1	12&14&11
COc1cccc(C=NCCNC(=O)c2nonc2N)c1O	0.4	0	-1.2	-2	-6	3	-0.2	-2	12
Cc1cc(C(=O)NCC(C)C)c2ccccc2n1	-0.7	3	0.8	-1	-2	4	1.0	0	20
CC(C#Cc1c([C@@H](C)Oc2ccccc2)nnn1Cc1ccccc1)Oc1ccccc1 (stereo partly specified)	nt	nt	0.9	13	-6	38	-0.8	0	6

Single records (already shown). Values in the order: PERK inh, RBBP9 inh, TNF necrop inh, Hck Nef HTS, Runt-SMMHC FRET, EP2 modulator, zVAD death inh, Runt-CBFb FRET, PGE2 EP2 inh
Shown for CSc1ccc(/C=C/C(=O)c2ccc(O)cc2)cc1 = 0.0, -12, -3.2, 0, -62, 2, 0.3, -16, 9
Shown for COc1cccc(C=NCCNC(=O)c2nonc2N)c1O = 0.4, 0, -1.2, -2, -6, 3, -0.2, -2, 12

Reformatted: entries from further up.
| Molecule | PERK inh | RBBP9 inh | TNF necrop inh | Hck Nef HTS | Runt-SMMHC FRET | EP2 modulator | zVAD death inh | Runt-CBFb FRET | PGE2 EP2 inh |
| --- | --- | --- | --- | --- | --- | --- | --- | --- | --- |
| CCCCN1CC(O)=C(c2nc3ccccc3s2)C1=N | 0.1 | 6 | 1.8 | -3 | -2 | -13 | 5.9 | -5 | 13 |
| O=C(O)C1CCCCC1C(=O)Nc1cccc(C(=O)N2CCCCC2)c1 (stereo unspecified) | 0.8 | -1 | -1.7 | 0 | 5 | 0 | 0.6 | 2 | 12 |

(cont.)
SMILES	PERK inh	RBBP9 inh	TNF necrop inh	Hck Nef HTS	Runt-SMMHC FRET	EP2 modulator	zVAD death inh	Runt-CBFb FRET	PGE2 EP2 inh
O=C(O)C(Oc1ccc2c(-c3ccccc3)cc(=O)oc2c1)c1ccccc1 (stereo unspecified)	-0.6	-10	0.3	22	-2	-3	0.7	-4	5
Cc1ccc(S(=O)(=O)N(CC(=O)N/N=C/c2ccco2)c2cc(Cl)cc(Cl)c2)cc1	0.3	-4	0.9	2	-2	31	1.9	5	7
c1ccc(C2=NN(c3ccccc3)C(c3ccco3)C2)cc1 (stereo unspecified)	0.1	-10	-0.7	23	3	30	-0.4	6	10
CCC1CCCCN1C(=S)NC(=O)c1ccc(F)c(S(=O)(=O)N2CCOCC2)c1 (stereo unspecified)	0.2	-3	-0.2	23	-1	1	1.3	7	3
COc1cccc(C2=N/C(=C\N(C)C)C(=O)O2)c1	0.0	-10	-3.1	0	2	17	-0.4	-2	14
CC(=O)Nc1c(C)ccc2nsnc12	0.0	-9	-0.9	-2	-1	-11	-0.2	2	6
COCc1nnc(NC(=O)c2ccc(S(=O)(=O)N(C)C3CCCCC3)cc2)o1	1.4	-14	-0.3	2	0	16	3.5	0	19
COCCN(CCOC)C(=O)CCn1c(=O)oc2ccccc21	1.0	5	-2.0	1	3	11	-0.4	0	7
Cc1cc(C)n(-c2nnc3n2N=C(c2ccccc2)CS3)n1	0.5	-10	-2.7	1	-8	9	0.0	2	7
O=C(NCc1ccccc1)c1cccc(F)c1F	0.4	8	15	11	-5	20	1.3	2	13
C=CCSC1=NN2CCS(=O)(=O)N=C2S1	0.5	-7	-0.7	23	-4	3	3.5	-2	8
CCOC(=O)C1CCN(C(=O)Nc2ccc3nc(C)c(C)nc3c2)CC1	-0.4	1	-0.6	6	-11	nt	0.1	-6	17
O=C(CSc1nnc(-c2ccccc2F)n1C1CCCCC1)N1CCCC1	0.0	2	-3.9	2	4	18	-0.2	-1	6
CC(C)Cc1cc(-c2ccco2)c(C#N)c(N)n1	1.1	-10	-2.1	4	-15	20	3.5	-18	5
CC(=O)Nc1ccc(OCCOc2ccc(/C=C3/C(=N)N4C=CSC4=NC3=O)cc2)cc1	0.1	-9	0.0	-3	-6	-12	2.1	-1	2
CCOC(=O)c1cc2sccc2n1CC(=O)O	0.8	4	-0.2	4	3	13	0.9	1	6
N=c1n(CC(=O)O)c2ccccc2n1Cc1ccccc1Cl	2.8	7	-3.3	0	-2	-16	0.9	-2	26
Cc1cc(C(=O)CN2C(=O)NC(C)(c3ccccc3)C2=O)c(C)n1CC1CCCO1 (stereo unspecified)	-0.1	-2	-0.8	2	-1	0	0.3	0	5
COc1cc(C=C(c2nc3ccccc3s2)c2nc3ccccc3s2)cc(OC)c1O	-0.6	-2	0.2	-1	2	6	2.1	26	7
CC(=O)Oc1ccc(C(c2ccc(OC(C)=O)cc2)c2ccccn2)cc1	1.4	25*	-2.9	-8	0	6&11	0.4	0	11&10

Grouped by structure, the entries above with a COOH group (four)
SMILES	PERK inh	RBBP9 inh	TNF necrop inh	Hck Nef HTS	Runt-SMMHC FRET	EP2 modulator	zVAD death inh	Runt-CBFb FRET	PGE2 EP2 inh
O=C(O)C1CCCCC1C(=O)Nc1cccc(C(=O)N2CCCCC2)c1 (stereo unspecified)	0.8	-1	-1.7	0	5	0	0.6	2	12
O=C(O)C(Oc1ccc2c(-c3ccccc3)cc(=O)oc2c1)c1ccccc1 (stereo unspecified)	-0.6	-10	0.3	22	-2	-3	0.7	-4	5
CCOC(=O)c1cc2sccc2n1CC(=O)O	0.8	4	-0.2	4	3	13	0.9	1	6
N=c1n(CC(=O)O)c2ccccc2n1Cc1ccccc1Cl	2.8	7	-3.3	0	-2	-16	0.9	-2	26

The results go on:
SMILES	PERK inh	RBBP9 inh	TNF necrop inh	Hck Nef HTS	Runt-SMMHC FRET	EP2 modulator	zVAD death inh	Runt-CBFb FRET	PGE2 EP2 inh
C#CCOCCOCCOCCNc1nc(N2CCOCC2)nc(N2CCN(C(=O)[C@H](CCCCN)n3cc([C@@H](N)C(C)CC)nn3)CC2)n1 (stereo partly specified)	1.0	-7	0.3	-12	0	5	-0.2	0	11
COc1ccc(C)cc1-n1nnnc1SCc1cc(=O)n2cc(C)ccc2n1	-0.9	-4	-8.5	-1	-3	2	-1.7	-1	18
Cc1cc2nc(C3CCCN(C(=S)Nc4ccccc4C)C3)[nH]c2cc1C (stereo unspecified)	-0.4	4	-8.5	-1	0	-16	3.8	0	15
CCN(C1CCS(=O)(=O)C1)S(=O)(=O)c1cccc([N+](=O)[O-])c1 (stereo unspecified)	0.9	-9	-0.9	22	-2	10	6.6	2	14
COc1ccc(N2C(=O)CC(N(C)CCc3ccc(OC)c(OC)c3)C2=O)cc1 (stereo unspecified)	0.8	1	1.1	23	-5	12	2.9	1	7
CCOC(=O)C1CCN(c2c(NCCCN(CC)Cc3ccccc3)c(=O)c2=O)CC1	0.8	-5	-0.2	0	-16	13	-0.1	1	8
C=CCn1cnc2c(c1=O)c1nc3ccccc3nc1n2-c1ccc(C)cc1	-0.6	-8	1.3	-5	-7	28	1.2	2	nt
CCNc1nc2nc3ccc(C)cn3c(=O)c2cc1C(=O)NCC1CCCO1 (stereo unspecified)	-1.0	-3	1.0	+	91*	21	-1.3	19	6
COC(=O)c1ccc(CN2CCC(CO)(Cc3cccc(OC)c3)CC2)cc1	0.1	-8	0.8	26	nt	-35	-0.3	nt	5
CCCc1nnc(-c2cc(OC)c(OC)c(OC)c2)o1	0.0	-7	1.5	3	0	-7	2.3	-2	7
Cc1ncoc1C(=O)N1CCCC(C(=O)c2ccc(C(F)(F)F)cc2)C1 (stereo unspecified)	0.6	-2	0.6	3	-1	-4	0.3	-3	8
